GPR151 ag = activators of human GPR151, primary screen, cell-based, PathHunter beta-arrestin, luminescence; G-protein coupled receptor 151 (Homo sapiens), Q8TDV0; PathHunter beta-arrestin GPR151 cells; activation, % at 11.2 µM; hit rate 1% among 650,000; in the data active = activation above about 4.9%;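 note: 0% = median of compound wells and 100% = cells with positive control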
Target sequence (Q8TDV0 whole entry, looked up): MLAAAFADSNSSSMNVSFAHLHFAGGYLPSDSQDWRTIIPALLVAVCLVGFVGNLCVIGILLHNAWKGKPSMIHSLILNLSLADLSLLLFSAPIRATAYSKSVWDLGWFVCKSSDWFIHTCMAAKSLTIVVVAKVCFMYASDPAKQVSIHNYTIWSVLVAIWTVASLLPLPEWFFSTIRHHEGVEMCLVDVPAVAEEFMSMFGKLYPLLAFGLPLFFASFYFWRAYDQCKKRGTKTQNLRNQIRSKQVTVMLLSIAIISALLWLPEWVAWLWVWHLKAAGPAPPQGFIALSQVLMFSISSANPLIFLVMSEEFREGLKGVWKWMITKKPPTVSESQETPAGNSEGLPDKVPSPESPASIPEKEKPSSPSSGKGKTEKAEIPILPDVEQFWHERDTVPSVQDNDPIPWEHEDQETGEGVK
TEAD-YAP block = TEAD-YAP interaction inhibition, primary screen, TEAD-YAP interaction inhibitor project, luminescence, HEK-TIYL cells; inhibition, % at 9.12 µM; hit rate 1.4% among 640,000; TEAD-Gal4/YAP UAS-luciferase luminescence; AID 1259422, 2018; in the data active = inhibition above about 32%;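 note: 0% = median of test compound wells and 100% = reference inhibitor wells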
FBW7 act = FBW7 E3 ligase activators, primary screen, biochemical, AlphaScreen, human. F-box/WD repeat-containing protein 7 (Homo sapiens), Q969H0. AlphaScreen FBW7–phospho-cyclin E peptide binding, activator screen. normalized activity (activation), % at 26.1 µM. hit rate 0.13% among 650,000. AID 1259310, 2017; in the data active = normalized activity above about 1.9%;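 note: purified mutant Fbw7 with reduced substrate affinity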
MITF inh = MITF inhibitors, primary screen, biochemical, AlphaScreen, human | Microphthalmia-associated transcription factor (Homo sapiens), O75030 | AlphaScreen MITF homodimerization, bead proximity signal | inhibition, % at 2.6 µM | hit rate 0.91% among 650,000 | AID 1259374, 2018; in the data active = inhibition above about 50%;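 note: 0% = vehicle wells with protein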
Target sequence (O75030 whole entry, looked up): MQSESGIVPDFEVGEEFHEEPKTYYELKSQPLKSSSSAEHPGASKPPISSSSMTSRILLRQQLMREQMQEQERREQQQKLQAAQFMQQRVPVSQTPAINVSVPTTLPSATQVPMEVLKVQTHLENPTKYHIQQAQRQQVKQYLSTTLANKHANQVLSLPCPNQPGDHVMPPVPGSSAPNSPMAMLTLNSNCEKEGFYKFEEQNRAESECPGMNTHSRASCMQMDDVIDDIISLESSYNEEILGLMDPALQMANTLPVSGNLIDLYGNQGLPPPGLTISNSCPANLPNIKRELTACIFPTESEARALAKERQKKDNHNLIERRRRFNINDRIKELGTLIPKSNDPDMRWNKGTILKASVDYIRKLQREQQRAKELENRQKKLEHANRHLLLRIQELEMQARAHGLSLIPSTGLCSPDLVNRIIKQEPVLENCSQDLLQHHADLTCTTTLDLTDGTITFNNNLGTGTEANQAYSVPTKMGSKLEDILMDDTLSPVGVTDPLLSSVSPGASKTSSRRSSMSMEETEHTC
Active calls of the source: *; & = joins results of further samples.

SMILES	GPR151 ag	TEAD-YAP block	FBW7 act	MITF inh
Cn1c(=O)cc(SCC(=O)NCc2cccnc2)c2ccccc21	-0.5	-10	0.1	-17
CN(CC1COCCO1)C1CCN(c2ccc(NC(=O)CCc3ccccc3)cc2)CC1 (stereo not given)	-0.4	-5	-0.1	-1
O=S(=O)(/C=C/c1ccccc1)N1CCc2ccccc2C1	2.6	0	0.1	-7
CCCCN1C(=O)NC(NC(=O)c2ccc(C)cc2)(C(F)(F)F)C1=O (stereo not given)	-0.3	-13	-0.3	-3
Cc1nc2ccccc2c(=O)n1-c1ccc(F)c(NC(=O)c2ccccc2Br)c1	0.4	-4	-0.1	-5
CCS(=O)(=O)N1CCN(c2nc(C)cc(Nc3ccc(C)cc3)n2)CC1	1.4	-7	0.1	6
CCOC(=O)C1CCN(C(=O)c2ccc(C)cc2Cl)CC1	0.5	-7	0.1	-11
CCOC(=O)C1=C(C)Nc2ncnn2C1c1ccc(OCC)cc1 (stereo not given)	-0.2	7	-0.2	-1
Cc1cc2oc(C(=O)N3CCN(C)CC3)c(C)c2cc1C	-1.0	-50	0.0	2
CC1=C(c2ccc(C)cc2)S(=O)(=O)N=C1Nc1ccc(Br)cc1F	8.7*	-6	0.2	1
COc1cccc(CNC(=O)c2cc3ccccn3n2)c1	-0.6	-7	0.3	3
CCCN(C(C)=O)c1nnc(-c2ccncc2)s1	-2.2	-9	-0.1	26
Cc1ccccc1Nc1nc(C2(C)CC3(CC(C)OC3=O)C(=O)O2)cs1 (stereo not given)	0.5	-4	0.0	-4
NC(=O)c1ccc(NC(=O)COC(=O)Cn2cnc3ccccc32)cc1	1.2	3	-0.2	-15
O=C(CCCN1C(=O)/C(=C\c2cccs2)SC1=S)Nc1cccc(C(=O)O)c1	1.1	9	-0.1	-10
C=CCN(CC=C)CCOc1ccccc1[N+](=O)[O-]	-0.4	8	0.2	36
CC(COc1ccccc1)N1CCC(n2nccc2NC(=O)Cc2ccccc2)CC1 (stereo not given)	1.7	-1	-0.1	8
COC(=O)COc1ccc(/C=C2/NC(=O)N(c3cccc(Cl)c3)C2=O)cc1	-1.4	8	0.0	0
O=C(Cc1csc(Nc2cccc(Cl)c2)n1)NC1CCCCC1	-0.8	10	0.0	6
CCOc1ccccc1/C=N/NC(=S)NC(C)C	0.8	11	-0.4	-1
CC1=C(C(=O)Nc2ccc(C(=O)NC3CCCc4ccccc43)cc2)SCCO1 (stereo not given)	1.3	2	-0.1	5
COc1ccccc1N1CCN(C(=O)Cn2ncc3c(=O)oc4ccccc4c32)CC1	0.6	21	-0.2	-1
Cc1nc2c(c(C)nn2C(C)(C)C)c(C)c1CCC(=O)NN1CCOCC1	-1.8	-1	0.8	18
CNCCOc1c(Cl)ccc2ccccc12	1.2	-3	-0.1	35
CC(C)(C)c1ccc(C(=O)OCC(=O)Nc2ccc(C(N)=O)cc2)cc1	1.5	-6	0.1	-9
COc1cccc2sc(NC(=O)c3cc(=O)c4ccccc4o3)nc12	-1.0	-3	-0.1	14
CC(=O)N(Cc1ccco1)c1nc2c(Cl)cccc2s1	1.2	-20	-0.3	-7
CC(C)c1ccc(NC(=O)CSc2ncccc2C(=O)NCc2ccccc2Cl)cc1	-0.4	-8	0.4	-10
CCOc1ccc(/C=N/NC(=O)c2ccccn2)cc1	-6.3	5	-0.3	3
CC1=CC(C)(C)N(C(=O)Nc2ccc(Cl)cc2)c2ccc(C)cc21	-0.9	-11	0.0	7
Cc1cc(C)c(S(=O)(=O)NCCn2cnc(-c3ccccc3)cc2=O)cc1C	1.1	-1	0.0	4
COc1ccccc1NS(=O)(=O)c1ccc(N)c(N)c1	0.1	9	0.7	19
O=C(O)CCC(=O)N1CCc2cc(S(=O)(=O)NCCc3ccc(Cl)cc3)ccc21	0.9	2	-0.2	12
CC(=O)NS(=O)(=O)c1ccc(N=NN2CCCCC2)cc1	0.3	1	-0.2	8
CC(=O)N1CCc2ccc(NS(=O)(=O)c3ccc4c(c3)CCCC4)cc2C1	-0.8	6	0.2	-10
CC(=O)NC(=O)CSc1nc2ccccc2o1	0.5	-1	-0.1	6
COc1ccc(C2CCN(S(C)(=O)=O)CC2)cc1	0.7	2	-0.1	0
O=C(COC(=O)c1ccc2ccccc2n1)Nc1ccc2c(c1)C(=O)c1ccccc1C2=O	1.8	-1	-0.1	7
CS(=O)(=O)N1CCC(C(=O)c2ccc(Cl)cc2)CC1	-0.4	3	0.9	-1
COc1cccc(NC(=O)CCS(=O)(=O)c2ccc3c(c2)n(C)c(=O)c(=O)n3C)c1	0.3	3	0.1	19
O=S(=O)(NC(=NCc1ccco1)c1ccccc1)c1ccc(Cl)cc1	-1.3	-1	0.6	18
Cc1nc2c(sc3nc(C)c(C)c(C)c32)c(=O)o1	1.4	4	0.1	0
Cc1ccc(NC(=O)Cn2cnc3c2c(=O)n(C)c(=O)n3C)c([N+](=O)[O-])c1	0.5	15	0.0	18
Cc1[nH]n(-c2ccccc2)c(=O)c1C=Nc1cccc(S(=O)(=O)N2CCOCC2)c1	0.0	9	0.0	12
CCOC(=O)Oc1cc2oc(=O)sc2c([N+](=O)[O-])c1Cl	0.2	9	-0.1	25
O=c1c2ccccc2ncn1-c1ccc(Cc2ccncc2)cc1	0.4	6	0.7	14
CCC(C(=O)Nc1ccc(F)cc1)n1c2ccccc2c2nc(=O)cc(C)n21 (stereo not given)	5.3*	5	0.0	11
CCCS(=O)(=O)N1CCc2ccc(NC(=O)C3CCCO3)cc2C1 (stereo not given)	0.1	2	0.0	10
O=C(CCC(=O)NC1CCCCC1)N/N=C/c1ccc(Cl)cc1Cl	0.0	7	0.1	-4
Cc1cc(C)cc(C(=O)NC2CCS(=O)(=O)C2)c1 (stereo not given)	2.9	5	0.2	-12
Cc1nc(NCCC#N)cc(-c2cncc(-c3cc4ccccc4s3)c2)n1	1.1	-20	0.0	10
Cc1ccc(C)n1C1CCS(=O)(=O)C1 (stereo not given)	1.1	0	-0.2	0
Cc1ccc(S(=O)(=O)Nc2cccc(C(=O)NCC3CCCO3)c2)cc1 (stereo not given)	0.2	14	-0.1	2
CC(C)C(=O)NC(n1ccnc1)C(Cl)(Cl)Cl (stereo not given)	-0.1	1	0.1	6
O=C(CCS(=O)(=O)c1ccccc1)Nc1ccc(F)c(Cl)c1	-0.1	-23	0.1	-7
COc1ccc(NC(=O)COc2ccc3oc(=O)cc(C)c3c2)cc1	-0.3	5	-0.1	20
N=Cc1c(O)n(-c2ccc(Cl)cc2)c(=O)[nH]c1=O	1.4	14	-0.3	3
Cc1ccc(C(=O)N/N=C\c2ccccc2)o1	0.2	-55	0.0	-27
Cc1cc(NS(=O)(=O)c2ccc(N)cc2)no1	3.9&-2.0&-0.7	3	0.1&0.2&0.0	23&18&17
Cc1ccc2nc(/C(C#N)=C/c3c(Br)cc(Br)c(O)c3Br)[nH]c2c1	0.1	-2	-0.1	-3

(listing goes on)
SMILES	GPR151 ag	TEAD-YAP block	FBW7 act	MITF inh
COc1ccc(/C=N/NC(=O)CSCC(=O)Nc2ccccc2)cc1OC	1.4	-1	0.0	11
COc1ccc(OC)c(N2C(=NC(C)=O)SC3CS(=O)(=O)CC32)c1 (stereo not given)	-0.5	-7	0.1	-8
CON(C)C(=O)CC(C)(C)n1cccc1	2.1	-1	0.0	-1
COc1ccc(C2CC(c3ccc(Br)cc3)=NN2C(=O)CSc2nnc(CNC(=O)c3ccccc3OC)n2C)cc1 (stereo not given)	0.7	15	0.2	5
C=CCNC(=O)c1oc2ccc(S(=O)(=O)N3CCCCC3)cc2c1C	0.5	-1	0.0	-2
COc1ccc(-c2cn3ccccc3n2)cc1OC	-5.1	-44	0.0	-1
CCOC(=O)CSc1nc2sc3c(c2c(=O)n1-c1ccccc1C)CCc1ccccc1-3	0.0	6	-0.1	-2
CC1CC(C)CN(C(=O)CC2Oc3ccccc3NC2=O)C1 (stereo not given)	-0.2	3	0.1	5
CCCC(=O)Nc1cc2nn(-c3ccc(OC)cc3)nc2cc1C	-0.1	-16	-0.1	4
Cc1ccccc1-n1c(SCC(=O)N2CCCCC2)nnc1-c1cccnc1	0.4	4	0.0	2
COC(=O)c1ccc(Oc2c(Cl)cccc2[N+](=O)[O-])cc1	-0.6	18	0.6	15
Ic1ccc(Nc2nc3nonc3nc2N2CCCCCC2)cc1	-1.1	-3	0.4	5
COc1ccccc1OCC(=O)NCC1(c2cccs2)CCCC1	0.4	-4	0.1	12
CCCCSC1=C(C#N)C(c2ccccc2)C(C(C)=O)=C(C)N1 (stereo not given)	1.7	-4	0.1	-23
Cc1ccc2nc(C(F)(F)F)c(C(=O)NCC3COC(C)(C)O3)n2c1 (stereo not given)	-1.2	12	0.9	11
O=[N+]([O-])c1ccc(Sc2n[nH]c(-c3ccncc3)n2)nc1	-0.2	5	-0.1	5
Cc1cc(C(=O)NCc2ccc(F)cc2)ccc1[N+](=O)[O-]	0.5	-14	-0.1	-6
COc1ccc(NC(=O)CSC(C)(C)C)cc1S(N)(=O)=O	1.5	4	-0.2	6
C=CCn1c(SCC(=O)Nc2ccc(-c3nc4ccc(C)cc4s3)cc2)nnc1-c1ccccc1	-0.7	8	-0.1	7
COC(=O)C1=CN(C)C=C(C(=O)OC)C1c1ccccc1Br	-0.2	-5	1.1	5
CC(=O)N(C)c1ccc(NC(=O)c2cccc([N+](=O)[O-])c2C)cc1	-1.5	-1	-0.1	0
COC(=O)C1(S(=O)(=O)c2ccc(Cl)cc2)CCOCC1	3.0	-8	-0.2	-4
Cc1cccc(OCCn2c(=N)n(Cc3ccccc3F)c3ccccc32)c1	1.1	-5	-0.1	15
CCOC(=O)CSc1nnc(COc2ccccc2)n1C	-0.3	-8	0.3	9
CC(C(=O)Nc1cccc(Br)c1)N(c1ccccc1)S(C)(=O)=O (stereo not given)	-1.9	-3	0.3	15
CC(C)CCN1C(=O)C2C(C(=O)Nc3cccc(Cl)c3)C3C=CC2(O3)C1C(=O)NC1CCCC(C)C1C (stereo not given)	-1.2	-4	-0.1	12
Cc1ccc(C(=O)NC2CCCCC2N2C(=O)CSC2=O)cc1C (stereo not given)	-0.5	15	0.0	10
c1ccc(Oc2ccc(Nc3nc(Nc4cccnc4)nc4nc[nH]c34)cc2)cc1	-1.9	10	0.1	45
CCCNc1nc2c(c(=O)n(C)c(=O)n2C)n1CC	2.3	8	0.1	-16
O=[N+]([O-])c1ccc(S(=O)(=O)NCC2CC3CC2C2OC32)cc1 (stereo not given)	0.6	-3	-0.1	3
C=CCNC(=O)CN1CCC(O)(c2ccc(F)cc2)CC1	0.2	8	-0.2	18
O=C(NCCC1=CCCCC1)c1ccc2c(=O)n(CCc3ccccc3)c(=S)[nH]c2c1	4.3	-10	0.0	5
Cc1cc(C)c(C)c(C2=NON3N(C(=O)c4ccc(S(=O)(=O)N(C)C)cc4)c4ccccc4N23)c1C	-0.3	0	0.3	17
CCOC(=O)CSc1ccc(C(=O)NCCC(C)C)cc1[N+](=O)[O-]	0.2	-3	-0.1	-2
CN(C)c1ccc(N=Nc2ccccc2C(=O)O)cc1	0.1	-18	-0.1	-4
CC(=O)c1cccc(-c2ncc(C(=O)NCCN3CCOCC3)s2)c1	-1.8	5	0.2	14

Single values from the entries so far:
CN(C)c1ccc(N=Nc2ccccc2C(=O)O)cc1 in GPR151 ag = 0.1
O=C(NCCC1=CCCCC1)c1ccc2c(=O)n(CCc3ccccc3)c(=S)[nH]c2c1 in MITF inh = 5
Cc1ccc(C(=O)NC2CCCCC2N2C(=O)CSC2=O)cc1C (stereo not given) in MITF inh = 10

The results go on:
SMILES	GPR151 ag	TEAD-YAP block	FBW7 act	MITF inh
CCOc1ccc(NC(=O)CSc2nc3ccsc3c(=O)n2-c2cccc(Cl)c2Cl)cc1	-1.5	9	0.7	3
COc1cc(-c2nc(-c3ccc(NC(=O)c4cccc(Cl)c4)cc3)no2)cc(OC)c1OC	2.5	2	-0.2	-4
CCS(=O)(=O)NCc1ccc(S(N)(=O)=O)cc1	1.8	4	-0.1	-1
CN1CCN(C2=Nc3c(Cl)cc(Cl)c4cccc2c34)CC1	12*	-10	-0.1	-2

In the list so far, these have an aryl thioether with sulfur outside any ring:
SMILES	GPR151 ag	TEAD-YAP block	FBW7 act	MITF inh
Cn1c(=O)cc(SCC(=O)NCc2cccnc2)c2ccccc21	-0.5	-10	0.1	-17
CC(C)c1ccc(NC(=O)CSc2ncccc2C(=O)NCc2ccccc2Cl)cc1	-0.4	-8	0.4	-10
CC(=O)NC(=O)CSc1nc2ccccc2o1	0.5	-1	-0.1	6
COc1ccc(C2CC(c3ccc(Br)cc3)=NN2C(=O)CSc2nnc(CNC(=O)c3ccccc3OC)n2C)cc1 (stereo not given)	0.7	15	0.2	5
CCOC(=O)CSc1nc2sc3c(c2c(=O)n1-c1ccccc1C)CCc1ccccc1-3	0.0	6	-0.1	-2
Cc1ccccc1-n1c(SCC(=O)N2CCCCC2)nnc1-c1cccnc1	0.4	4	0.0	2
O=[N+]([O-])c1ccc(Sc2n[nH]c(-c3ccncc3)n2)nc1	-0.2	5	-0.1	5
C=CCn1c(SCC(=O)Nc2ccc(-c3nc4ccc(C)cc4s3)cc2)nnc1-c1ccccc1	-0.7	8	-0.1	7
CCOC(=O)CSc1nnc(COc2ccccc2)n1C	-0.3	-8	0.3	9
CCOC(=O)CSc1ccc(C(=O)NCCC(C)C)cc1[N+](=O)[O-]	0.2	-3	-0.1	-2
CCOc1ccc(NC(=O)CSc2nc3ccsc3c(=O)n2-c2cccc(Cl)c2Cl)cc1	-1.5	9	0.7	3

High-throughput results deposited in PubChem by The Scripps Research Institute Molecular Screening Center.
